TbREL1 inh = TbREL1 RNA ligase inhibitors, primary screen, biochemical, FRET fluorescence. TbREL1 RNA ligation. inhibition, % at 9.66 µM. RNA-editing ligase 1, mitochondrial (Trypanosoma brucei brucei), P86926. 89,000 tested, 0.49% active. AID 1117264, 2014;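 active means inhibition above the mean inhibition across all screened compounds plus 3 SD, cut at about 11% in these data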;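 further: 0% = plate median of test wells and 100% = NSC42067 control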
Target sequence (P86926 whole entry, looked up): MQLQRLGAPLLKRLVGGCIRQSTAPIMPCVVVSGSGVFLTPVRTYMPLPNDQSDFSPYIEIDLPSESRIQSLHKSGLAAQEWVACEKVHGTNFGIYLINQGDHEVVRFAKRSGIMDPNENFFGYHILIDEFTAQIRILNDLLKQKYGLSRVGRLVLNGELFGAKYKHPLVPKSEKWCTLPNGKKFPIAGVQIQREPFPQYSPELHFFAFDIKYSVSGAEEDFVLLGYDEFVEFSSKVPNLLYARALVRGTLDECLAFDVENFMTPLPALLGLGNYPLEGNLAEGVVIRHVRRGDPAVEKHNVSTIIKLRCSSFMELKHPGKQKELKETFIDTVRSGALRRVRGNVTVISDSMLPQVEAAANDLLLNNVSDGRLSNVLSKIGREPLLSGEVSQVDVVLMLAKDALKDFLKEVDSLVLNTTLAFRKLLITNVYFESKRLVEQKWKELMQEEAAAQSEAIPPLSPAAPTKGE
Active calls of the source: *. Only part of the results is shown. The share of hits here may be higher or lower than overall.

TbREL1 inh | canonical_smiles
2 | CCC/C(C#CCCN1C(=O)c2ccccc2C1=O)=C1/c2ccccc2C(=O)N1c1ccccc1
2 | CC1=NN(c2ccccc2)C(=O)/C1=C/c1c(O)n(-c2ccc(F)cc2)[nH]c1=O
3 | CCc1nnc(NC(=O)C2CC(=O)N(CCc3ccc(F)cc3)C2)s1 (stereo not drawn)
8 | O=C(Nc1cccnc1)Nc1ccc(F)c(Cl)c1
0 | O=C(Nc1ccc(F)cc1F)N1CCCCCC1
0 | COc1ccc(S(=O)(=O)N(C)C[C@H]2OCc3cnnn3CCCC(=O)N([C@@H](C)CO)C[C@H]2C)cc1
1 | C=CCOc1nc(-c2ccncc2)nc2ccccc12
0 | O=C(COc1ccccc1)N1CCN=C1SCc1ccccc1F
1 | CC1CCCC(C)N1C(=O)Cn1cnc2cc([N+](=O)[O-])ccc2c1=O (stereo not drawn)
2 | COc1ccc(-c2c(-c3cc(OC)cc(OC)c3)n(C)c3ccc(-c4ccc(N(C)C)nc4)cc23)cc1
0 | COCc1cc(C)n(CC(=O)N/N=C/c2ccc(-c3ccc(Cl)c(C(=O)O)c3)o2)c(=O)c1C#N
-2 | CNS(=O)(=O)c1cccc(C(=O)NCC2(N3CCCCC3)CCCCC2)c1
3 | Cc1cccc2c1CCC1CN(Cc3ccccc3)S(=O)(=O)N21 (stereo not drawn)
-1 | C=C(C(=O)Oc1c(C(C)(C)C)cccc1C(C)(C)C)c1ccccc1
1 | CCOC(=O)C1CCN(S(=O)(=O)c2c(Cl)ccc3nonc23)CC1
3 | O=C1C(=O)N(Cc2ccc(-c3ccsc3)cc2)c2ccc(OC(F)(F)F)cc21
-3 | Cc1nc2c(-c3ccc(F)cc3)c(C)nn2c(C)c1CCC(=O)NCCN1CCOCC1
-2 | CN(c1c(C#N)c(C(F)(F)F)nn1C)N(S(C)(=O)=O)S(C)(=O)=O
-1 | CC(=O)NC1C(=O)N(CCc2ccccc2)c2ccccc21 (stereo not drawn)
8 | O=C(CS(=O)(=O)Cc1ccccc1)N1CCc2ccccc2C1
6 | CCn1c(SCC#N)nc2c(c1=O)C1(CCCC1)Cc1ccccc1-2
3 | CC1=C(C(=O)Nc2ccccc2)C(c2ccccn2)n2ncnc2N1 (stereo not drawn)
0 | CC(C)C1C(=O)N(Cc2cn(CCC3OCCO3)nn2)CCS(=O)(=O)N1Cc1ccc(-c2ccc(F)cc2Cl)cc1 (stereo not drawn)
-3 | CCOC(=O)C1=C(C)NC(SC)=NC1c1ccc(OC)cc1 (stereo not drawn)
7 | CCOC(=O)c1c(C)[nH]c(C)c1C(=O)COC(=O)/C=C/c1cccc(C(F)(F)F)c1
0 | O=C(NC1CCCCC1)c1cccc2c1C(=O)c1ccc(N3CCC(Cc4ccccc4)CC3)cc1S2(=O)=O
0 | O=C1NCCN1C(=O)C12CC3CC(CC(C3)C1)C2
2 | c1ccc(-c2nc(C3CCCCC3)c3sccc3n2)cc1
3 | Nc1c(C(=O)N2CCN(CCc3ccccc3)CC2)cnn1-c1ccccc1
0 | CCOC(=O)C(O)C1CCc2c([nH]c3ccc(C)cc23)C1=O (stereo not drawn)

For reference, some entries already given.
TbREL1 inh | canonical_smiles
0 | O=C1NCCN1C(=O)C12CC3CC(CC(C3)C1)C2
2 | c1ccc(-c2nc(C3CCCCC3)c3sccc3n2)cc1
3 | Nc1c(C(=O)N2CCN(CCc3ccccc3)CC2)cnn1-c1ccccc1
0 | CCOC(=O)C(O)C1CCc2c([nH]c3ccc(C)cc23)C1=O (stereo not drawn)

(more compounds)
TbREL1 inh | canonical_smiles
4 | Cc1ccc(F)cc1-c1cc(C(=O)NCc2cc(C(F)(F)F)cc(C(F)(F)F)c2)[nH]n1
0 | CCOc1ccc(N(CC(=O)NC2CCCC2)C(=O)c2ccc(C)s2)cc1
0 | C=CCn1cc(C(C)=O)c(=O)[nH]c1=O
1 | CN(C)S(=O)(=O)c1cccc(NC(=O)CSc2nnnn2-c2ccccc2)c1
0 | COc1cccc(/C=N/NC(=O)c2c(C)nc3ccc(Cl)cn23)c1O
-1 | Cc1cccc(C)c1OC(=O)CSc1nnc(-c2ccccc2)o1
-4 | CC(Sc1ncnc2c1cnn2-c1ccccc1)C(=O)NCC1CCCO1 (stereo not drawn)
2 | O=C(/C=C/c1ccc(Br)cc1)NC(=O)c1ccccc1O
-7 | CN(C)c1cccc(C(=O)OCC(=O)N2CCc3ccccc3C2)c1
-3 | CCC[C@H]1[C@@H](OC(=O)NCc2ccccc2Cl)CC[C@@]23CCCN2C(=O)CCC[C@@H]13
4 | Cn1c(=O)c2c(ncn2CC(=O)N2CCN(c3cccc(Cl)c3)CC2)n(C)c1=O
-1 | COc1ccc(C(=O)OCc2csc(C)n2)c(O)c1
-1 | CC(OC(=O)CSc1ccc([N+](=O)[O-])cc1)C(=O)NCc1ccco1 (stereo not drawn)
0 | CCOC(=O)CNC(=O)c1ccc(SCC)cc1
2 | O=C1CCN(Cc2ccccc2)CCN1CCO
5 | Cc1cc(=O)oc2n[nH]c(-c3ccccc3)c12
5 | CN(c1ccc(C(=O)N2CCN(Cc3ccc4c(c3)OCO4)CC2)cc1)S(=O)(=O)c1ccccc1
0 | C[C@@H]1CCC[C@]2(O[C@@H](CCO)C[C@@H](O)[C@@H]2O)O1
-4 | CCN1C(=O)c2cccc3c(S(=O)(=O)N(C(=O)c4cccnc4)c4ccc(OC)cc4)ccc1c23
-1 | COC(=O)[C@]1(Cc2ccccc2)N[C@H](CN(C)S(=O)(=O)c2ccc(F)cc2)[C@@H]2C(=O)N(C)C(=O)[C@@H]21
-1 | CN(C(=O)[C@@H](C1CC1)[C@@H](O)c1ccc(Cl)cc1)c1ccccc1
-2 | CCc1ccccc1NC(=O)CN(C)C(=O)COc1ccc(C)nc1[N+](=O)[O-]
0 | O=C1/C(=C/c2ccccn2)SC(=S)N1Cc1ccccc1
-1 | CC(C(=O)NCc1cccc(Cl)c1)N1C(=O)c2ccccc2C1=O (stereo not drawn)
8 | Cc1ccc2c(c1)Sc1ccccc1CC2=O
-1 | CCCOc1ccc(C(CC(=O)O)NC(=O)C23CC4CC(CC(C4)C2)C3)cc1 (stereo not drawn)
0 | O=C(CCNC(=O)c1ccc([N+](=O)[O-])cc1)NCCCN1CCCC1=O
0 | O=C1C(Cc2ccccc2)Nc2ncnc(N3CCOCC3)c2N1Cc1ccc(Cl)cc1 (stereo not drawn)
7 | O=C(NC1=NCCS1)c1cc(-c2cccc(Br)c2)nc2ccccc12
-2 | COc1ccc(S(=O)(=O)N2CCN(c3ccccc3OC)CC2)cc1OC
-3 | O=C(COc1ccc2ccc(=O)oc2c1)Nc1ccc(N2CCCCC2)cc1
3 | C/C=C(/C)C(=O)Nc1cccc(C2=NOC3(C2)C[C@H](C(N)=O)N(C(=O)c2ccc(Cl)cc2)C3)c1 (stereo partly drawn)
0 | COc1ccc(-c2nnc(SC(C)C(=O)NC3CC3)o2)cc1 (stereo not drawn)
-1 | COC(=O)c1[nH]c2ccc(C)cc2c1NC(=O)CN1CCN(c2ccc(F)cc2)CC1
-1 | O=C(c1ccco1)N1CCN(c2ccc(N3CCCCC3)nn2)CC1
-3 | CC(CCc1ccccc1)NC(=O)CSc1nccc(=O)[nH]1 (stereo not drawn)
5 | Cc1nc(-c2ccccc2)sc1C1(C)CC(c2ccc(C#N)cc2)=NO1 (stereo not drawn)
2 | CC[C@H](C)C(C(=O)N1CCN(C(=O)OC(C)(C)C)CC1)n1cc(C(CC(C)C)NC(=O)OC(C)(C)C)nn1 (stereo partly drawn)
0 | COc1cccc(C2C(C(N)=O)=C(C)Nc3nc(-c4ccccc4Cl)nn32)c1 (stereo not drawn)
-3 | Cc1ccc(CS(=O)(=O)CCC(=O)NCCN(C)Cc2ccccc2)cc1
4 | CS(=O)(=O)c1ccc(Cl)c(NC(=O)COC(=O)CNC(=O)c2ccc(Br)o2)c1
0 | CC(C)(C)c1ccc2c(c1)OCC(C(=O)O)O2 (stereo not drawn)
-5 | Nc1nonc1-n1nnc(C(=O)N/N=C/c2ccccc2F)c1CN1CCOCC1
-2 | O=C(CSc1ncn[nH]1)c1ccc(OC(F)F)cc1
-2 | COc1ccc(NC(=O)C(CC(=O)O)Cc2ccccc2)cc1 (stereo not drawn)
-2 | CC1=C(C(=O)N2CCCCCC2)CC(CC(=O)NC2CCCCC2)C(=O)N1Cc1ccc(C(C)(C)C)cc1 (stereo not drawn)
0 | NC[C@H]1O[C@@H](n2ccc(N)nc2=O)[C@H](O)[C@@H]1O
-1 | Cc1cnn(-c2ccc3nnc(-c4ccc(Br)cc4)n3n2)c1
-1 | CCOC(=O)c1ccc(-n2c(CN3CCN(CCO)CC3)nc3ccc([N+](=O)[O-])cc3c2=O)cc1
-1 | Cc1noc(C)c1S(=O)(=O)N1CCCN(C(=O)/C=C/c2ccccc2F)CC1
1 | Nn1c(SCC(=O)NC2CCCCC2)nnc1-c1cc(-c2ccc(F)cc2)n[nH]1
2 | Cc1ccc2[nH]c(=O)c(CN(CCCO)C(C)c3nnnn3Cc3ccco3)cc2c1 (stereo not drawn)
5 | O=C(COC(=O)c1ccc(Br)cc1)NC1CCCC1
3 | O=S(=O)(/N=C(/Nc1ccccn1)c1ccccc1)c1ccc(Cl)cc1
1 | COc1cc(-c2nc3ccc4ccccc4c3c3c2CCC3)cc(OC)c1OC
-1 | COc1cc(OC)cc(C(C(=O)NC2CCCCC2)N(C(=O)c2ccno2)c2ccccc2)c1 (stereo not drawn)
-2 | C=CCOc1ccc(CN(C)C(=O)CNC(=O)c2ccc(-c3ccccc3)cc2)cc1
-1 | CCN(CCCNC(=O)C1CCCN(S(=O)(=O)c2cnc[nH]2)C1)c1ccccc1 (stereo not drawn)
-1 | Cc1ccc(S(=O)(=O)Cn2nnnc2CN2CCN(C(=O)c3ccco3)CC2)cc1
1 | CCOC(=O)c1cc(-c2cccc([N+](=O)[O-])c2)on1

Random excerpt: 6 records from the list, in no set order.
TbREL1 inh | canonical_smiles
-3 | CC(CCc1ccccc1)NC(=O)CSc1nccc(=O)[nH]1 (stereo not drawn)
2 | Cc1ccc2[nH]c(=O)c(CN(CCCO)C(C)c3nnnn3Cc3ccco3)cc2c1 (stereo not drawn)
-2 | C=CCOc1ccc(CN(C)C(=O)CNC(=O)c2ccc(-c3ccccc3)cc2)cc1
-1 | O=C(c1ccco1)N1CCN(c2ccc(N3CCCCC3)nn2)CC1
-2 | CC1=C(C(=O)N2CCCCCC2)CC(CC(=O)NC2CCCCC2)C(=O)N1Cc1ccc(C(C)(C)C)cc1 (stereo not drawn)
-1 | CCOC(=O)c1ccc(-n2c(CN3CCN(CCO)CC3)nc3ccc([N+](=O)[O-])cc3c2=O)cc1

Following part:
TbREL1 inh | canonical_smiles
6 | CCOC(=O)/C(C#N)=C/c1ccc(OCC(=O)Nc2ccccc2)c(OC)c1
2 | O=C(Nc1ccc(NC(=O)c2ccccc2Cl)nc1)c1ccco1
-5 | CCc1ccc(NS(=O)(=O)c2ccc(C)c(C(=O)N3CCOCC3)c2)cc1
3 | Cc1ccc(S(=O)(=O)c2cn(CC(=O)Nc3ccccc3)c3ccc(F)cc3c2=O)cc1
-2 | Cc1ccc(Cn2c(SCC(=O)NCc3ccco3)nc3ccsc3c2=O)cc1
-4 | CC(=O)c1c(C)oc2ccc(N(C(C)=O)S(=O)(=O)c3cccc4cccnc34)cc12
0 | Clc1ccccc1CSc1nnc([C@@H]2CCCN2)o1
2 | Cc1ccc(S(=O)(=O)N2CCOCC2)cc1C(=O)NCCN1C(=O)S/C(=C\c2ccccc2Cl)C1=O
-1 | CCOC(=O)C1=C(N)Oc2cc(C)[nH]c(=O)c2C1c1ccncc1 (stereo not drawn)
0 | CC(C)N(C(=O)COC(=O)c1cccc(C(=O)OCC(=O)N(C(C)C)C(C)C)n1)C(C)C
1 | COc1ccc(OCCN2CCC(C(=O)NC(C)c3cccc4ccccc34)CC2)cc1 (stereo not drawn)
-1 | CCCCNC(=O)O[C@H]1C[C@@H]2CCN3C(=O)CCC[C@H]([C@H]1Cc1ccccc1)[C@H]23
-2 | N#Cc1c(Cl)cccc1-n1ccnc1
2 | Cc1noc(C)c1C(=O)NC1=NCCS1
2 | C=CCSc1nc(N)c(C(=O)Nc2ccccc2)cc1C#N
2 | Cc1c(NC(=O)C2CCCO2)cccc1[N+](=O)[O-] (stereo not drawn)
2 | CS(=O)(=O)Nc1ccc(S(=O)(=O)NCCc2ccccc2)cc1
-2 | COc1ccc(CCNC(=O)CSc2nc3[nH]ncc3c(=O)n2-c2cccc(C(F)(F)F)c2)cc1OC
2 | CCCC(=O)c1ccc(N2CCCCCC2)c(F)c1
-3 | O=C(CSc1nnc(-c2ccccc2)n1-c1ccc(Cl)cc1)NN=Cc1c[nH]c2ccccc12
-1 | COc1ccc(C(=O)N/C=C/n2cnc3cc(C(F)(F)F)ccc32)cc1
-1 | COc1ccccc1N(CC(=O)N/N=C(\C)c1cccc(Br)c1)S(C)(=O)=O
1 | CC(C)CC(=O)Nc1ccc(S(=O)(=O)Nc2nccs2)cc1
-1 | Cc1cc(NC(=O)CN2C(=O)NC3(CCCCC3)C2=O)ccc1N1CCCC1
0 | CCCN(C(=O)/C=C/c1nc2ccccc2s1)C1CCS(=O)(=O)C1 (stereo not drawn)
-2 | COc1cc(SC)ccc1C(=O)N1CCN(Cc2ccccc2)CC1
5 | COc1ccc2c(c1OC)C(=O)OC2CC(=O)O (stereo not drawn)
2 | COc1ccc(-c2noc(CCC(=O)NCc3cccnc3)n2)cc1
2 | C#CC[N+](C)(C)CC#Cc1ccc(C)cc1
-1 | Cn1cnc([N+](=O)[O-])c1Cl
-2 | Cc1ccc(/C=C(\C#N)C(=O)NC(C)c2ccccc2)o1 (stereo not drawn)
5 | O=C(Nc1ccccc1N1CCN(C(=O)c2ccccc2)CC1)c1ccc(Cl)cc1
4 | COc1ccc(OC)c(NC(=O)CC2C(=O)NCCN2C(=O)c2ccccc2)c1 (stereo not drawn)
-2 | CCOc1ccc(NC(=O)CCC(=O)NNC(=O)Nc2cccc(Cl)c2)cc1

Screens as filed in PubChem BioAssay.
